# INS-1E GSIS act – GLuc luminescence reporter in INS-1E cells, primary screen for activators of glucose-dependent secretion of insulin; INS-1E GLuc reporter insulin secretion, 2-3 h; activation, % at 16.6 µM; hit rate 0.61% among 370,000; AID 743287;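 active = lowest replicate activation of at least 40%, so every replicate reaches that level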;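 also: 0% = median of neutral control wells and 100% = median of IBMX positive control wells; some compounds called inactive have numbers as strong as hits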
# PglD DTNB – blocks C. jejuni PglD acetyltransferase activity; purified PglD enzyme, DTNB colorimetric CoA detection; inhibition, % at 12.5 µM; hit rate 0.098% among 360,000; in the data active = inhibition above about 16%, passing the limit was not always enough; inconclusive = no clear call, values can overlap the other calls; also: strong numbers were not always called active
# miR122 inh – blocks miR-122 activity in Huh7 sensor cells. Huh7 miR-122 Renilla luciferase sensor, 48 h; neutral wells = 0, positive control = 100. hit rate 0.3% among 340,000. activation (reporter increase), % at 12.5 µM;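 active = mean replicate activation score at least 90 and every replicate individually at or above 90; inconclusive = only one of the two criteria met; inactive = neither criterion met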;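 also: higher luciferase means less miR-122 activity so hits act as miR-122 inhibitors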
# C2C12 statin – suppressors of simvastatin-induced myotoxicity in C2C12 myotubes. hit rate 0.78% among 330,000. rescue of ATP level, % at 7.49 µM. AID 602340. ATP luminescence, 48 h; scaled: DMSO 0, geranylgeraniol control 100;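 active = mean ATP rescue above about 67%, or every replicate alone reaching that limit, limit read from the data, passing the limit was not always enough; inconclusive = no clear call, values can overlap the other calls; inactive = mean under the limit and some replicate under it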;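 also: myotubes were challenged with 10 µM simvastatin during compound exposure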
# Cneo AK release – causes C. neoformans cell lysis; adenylate kinase release luminescence, 4 h; normalised: neutral wells 0, clomiphene wells 100; lysis activity, % at 15 µM; hit rate 0.2% among 360,000; AID 651654;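 active = mean lysis activity across replicates of at least 80%, whatever share of replicates individually reach that level; inactive = mean lysis activity below 80%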
#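 read-out = cell lysis signal | test system = log-phase Cryptococcus neoformans yeast cells | input = cells at 5 × 10^6 per mL | medium = fresh YPD growth medium | signal = luminescent adenylate kinase detection reagent | timing = 4 h at 37 °C static, read 1 h later | dosing = single dose | controls = Clomiphene as positive lysis control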
# FN deposition inh – fibronectin deposition inhibition; AH1F fibroblasts, Alexa488-fibronectin deposition fluorescence, overnight; inhibition, % at 12.6 µM; hit rate 0.086% among 350,000; AID 743247;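 active = mean inhibition across replicates of 30% or more, regardless of how many single replicates reach that level; inconclusive = mean under 30% yet at least half of replicates reach 30%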;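 also: positive control wells lacked labelled fibronectin entirely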
#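 Assay system: AH1F fibroblasts assembling fluorescent fibronectin matrix; Amount: 10000 AH1F cells per well; Buffer or medium: DMEM, 2% serum; Probe or stimulus: Alexa488-fibronectin, 24 nM final in well; Doses: single compound dose, delivered by pin transfer; Incubation: 1 h adhesion, overnight exposure; Measured by: fluorescence 485/525 nm; Read-out: fibronectin deposition inhibition.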
# F508del corr – CFTR F508del correction in bronchial cells; CFBE cells, YFP halide quenching; stimulated with forskolin plus potentiator P3; % fluorescence drop versus neutral controls; activity (quench increase), % at 7.58 µM; hit rate 0.36% among 350,000; AID 720511;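 active = mean added fluorescence quench of at least 8% versus neutral control, with both replicates also reaching 8%; inconclusive = only one of the mean or replicate conditions met; inactive = mean below 8% and not both replicates reaching 8%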;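 also: cells transiently co-express mutant CFTR-F508del with the halide-sensitive YFP; corrector assay measuring rescue of mutant channel to the surface after 24 h compound exposure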
# PGC1a acetyl inh – lowers PGC1a acetylation signal in U2OS cells; inhibition, % at 15.6 µM; AlphaScreen anti-acetyl-lysine; with virally co-expressed GCN5 acetyltransferase; hit rate 0.17% among 350,000;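 active = every replicate shows inhibition of at least 40%; inconclusive = mean inhibition at least 40% but some replicate below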;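 also: 0% = neutral control wells and 100% = positive control wells; some results beyond the cut were filed as inactive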
# An asterisk follows results filed as active; ? = inconclusive; . = not tested or not shown; & = joins results of further samples; [ ] = remark or other dose.
SMILES,INS-1E GSIS act,PglD DTNB,miR122 inh,C2C12 statin,Cneo AK release,FN deposition inh,F508del corr,PGC1a acetyl inh
COc1cccc(S(=O)(=O)N2C[C@@H](O)COC[C@H]3O[C@H](CC(=O)N4CCCCC4)CC[C@@H]32)c1,7,0,-1[16.7 µM],-8,53,4,1.9,1
CCC(=O)N1CC(=O)N2[C@H](CO)[C@H](c3ccc(-c4ccc(C#N)cc4)cc3)[C@@H]2C1,9,.,.,.,.,-2,0.7,-8
CCN(c1nc(N)c(C(=O)N=C(N)N)nc1Cl)C(C)C,17,4,1,-68,1,0,2.7,.
O=C(Cc1cccc2ccccc12)Nc1ccc(O)cc1C(=O)O,23,-2,-2,-1,4,3,-3.7,5
COc1ccc(Cc2nnc(NC(=O)c3ccccc3F)s2)cc1OC,53,-7,4,16,0,1,-0.1,0
Cc1ccc(NC(=O)NC2CC(=O)N(c3ccc4c(c3)OCCO4)C2)cc1 (stereo not drawn),12,0,-2,-9,-1,-7,0.8,-3
COc1cc(C(=O)OCc2cc(=O)c(O)co2)ccc1OC(F)F,52*,.,0,7,.,7,3.5,.
COc1ccc(CN2CCNC(=O)C2CC(=O)N(C)Cc2nccn2C)cc1OC (stereo not drawn),-6,0,2,10,3,-15,0.0,-3
COCc1cn(CC[C@H]2CC[C@H](NC(=O)Nc3ccc(Cl)cc3)[C@@H](CO)O2)nn1,10,1,.,-2,15,.,1.2,3
N#Cc1ccc(-c2ccc3c(c2)[C@H]2[C@H](CCN2C(=O)c2ccc(F)cc2)[C@@H](CO)N3)cc1,9,-2,-13[16.7 µM],-31,-8,-3,0.6,6
CN1OC[C@@H]2CN(Cc3cc(Cl)cc(Cl)c3)[C@H](c3cccc(Oc4ccccc4)c3)C[C@@H]21,.,1,-7,-1,1,-1,5.9,-11
Cn1c(=O)oc2cc(S(=O)(=O)NCc3ccccn3)ccc21,8,-5,-5,-5,-1,1,1.7,6
CC(C)NC(=O)N(C)C[C@@H]1Oc2c(NC(=O)c3ccc(-c4nccs4)cc3)cccc2C(=O)N([C@H](C)CO)C[C@H]1C,1,1,-2[16.7 µM],.,3,.,1.6,1
COc1ccc(-c2c(C#Cc3ccc(N(C)C)cc3)c3ccccc3n2C)cc1,.,-2,4,7,-1,-3,2.3,-5
COc1ccc(NC(=O)C(=O)NCC(=O)Nc2cccc(C(F)(F)F)c2)cc1,13,.,-2,0,-1,8,-2.3,-6
C[C@@H]1CN([C@H](C)CO)C(=O)Cc2cc(NC(=O)Cc3ccccc3)ccc2O[C@@H]1CN(C)Cc1ccccc1,-12,-2,0[16.7 µM],22,1,.,0.5,.
CCC1CN(C(=O)N2CCC(C(=O)NCc3ccccc3OC)CC2)c2cc(C)ccc2O1 (stereo not drawn),-28,4,-6,4,0,-7,1.1,6
CC(=O)c1cccc(NC(=O)c2cccc3c(-c4cccnc4)coc23)c1,6,2,-14,-7,-3,4,-1.0,-15
N#CC1=C(Nc2ccccc2Cl)SC(c2ccccc2O)NC1=O (stereo not drawn),-38,4,.,2,-1,2,-0.6,.
COCC(=O)Nc1ccc2c(c1)C(=O)N(C)C[C@@H](OC)[C@H](C)CN(Cc1cc(F)ccc1F)[C@@H](C)CO2,-18,0,.,-8,50,-15,4.3,-12
CCCS(=O)(=O)NC(=O)C1(C)CCN(C(=O)c2ccc(F)cc2Cl)C1 (stereo not drawn),.,-1,-9,3,-1,.,.,.
O=C(NC1(C(F)(F)F)NC(=O)N(c2ccccc2F)C1=O)c1ccncc1 (stereo not drawn),7,7,-6,-4,2,4,.,.
COc1ccc([N+](=O)[O-])cc1NS(=O)(=O)c1cc(C(=O)N2CCN(C)CC2)ccc1OC,2,0,65,0,0,5,-2.9,24
CC(C)NC(=O)N1Cc2cc(C(=O)NC3CCCCC3)nc(-c3cccc(-c4cccnc4)c3)c2[C@@H]1CCO,-26&-18,.,.,.,.,-8&-3,-2.4&3.2,-1

# Entries listed so far shown as hits in INS-1E GSIS act.
Compound	INS-1E GSIS act	PglD DTNB	miR122 inh	F508del corr	PGC1a acetyl inh
COc1cc(C(=O)OCc2cc(=O)c(O)co2)ccc1OC(F)F	52*	.	0	3.5	.

# Following part.
SMILES,INS-1E GSIS act,PglD DTNB,miR122 inh,C2C12 statin,Cneo AK release,FN deposition inh,F508del corr,PGC1a acetyl inh
COc1cc(/C=N/NC(=O)c2ccc3c(c2)OCCO3)c(Br)c(Br)c1O,-2,2,.,-1,-1,-6,0.4,.
CCCCN1Cc2cc(C(=O)c3cc(F)ccc3O)cnc2NC1=O,.,5,-3,-15,2,.,.,13
C[C@H]1CN([C@@H](C)CO)C(=O)c2cc(Br)cnc2O[C@H]1CN(C)Cc1ccccc1C(=O)O,24&43,-6&-2,4,-6&-6,2&-1,3&6,-4.7&-2.9,-11&12
C[C@@H]1CN([C@@H](C)CO)C(=O)Cc2cc(NS(=O)(=O)c3cccs3)ccc2O[C@@H]1CN(C)C(=O)Nc1cccc2ccccc12,5,2,6[16.7 µM],-11,3,.,-3.8,-6
CCOC(=O)C1CCN(C(=S)NC2CC3C=CC2C3)CC1 (stereo not drawn),3,1,-4,.,0,3,1.6,0
COc1ccc(Br)cc1/C=N/N1CCN(Cc2ccccc2)CC1,-8,-2,3,.,2,-4,-0.1,.
COc1ccc(N2CC(C(=O)OCC(=O)NCc3ccccc3)CC2=O)cc1 (stereo not drawn),9,3,-2,-6,-1,.,0.7,3
CO[C@@H](CN(C)C(=O)c1ccccc1F)[C@@H](C)CN([C@H](C)CO)S(=O)(=O)c1ccc(F)cc1,3,3,.,1,-4,1,-1.1,8
Cn1c(CNc2ccc(Cl)cc2)nc2ccccc21,10,8,13,.,-8,.,.,1
Cc1nn(C)c(C)c1/C=C/C(=O)O,-2,13,-5,2,5,22,13*,-14
Cc1cccc(Oc2coc3cc(OC(=O)c4cccs4)ccc3c2=O)c1,.,-3,12,.,-1,.,.,-1
COc1ccc(CNC(=O)C[C@H]2C[C@H]3c4cc(NC(=O)NC5CCCC5)ccc4O[C@H]3[C@@H](CO)O2)cc1,1,4,2[16.7 µM],2,21,.,0.9,-6
Cc1cc2cc3c(C)cc(=O)oc3c(C)c2o1,-11,-1,-3,4,-1,-14,4.5,-7
COC(=O)CSc1nc(SCc2ccc(C)cc2)nc2c1CCCC2,.,5,-2,-8,0,.,.,5
Cc1nn2cnnc2c(C)c1Cc1c(F)cccc1Cl,26,-2,-6,-13,-2,2,-1.3,1
CN(Cc1cccnc1)C(=O)c1cc(COc2ccc3ncccc3c2)on1,2,.,.,.,.,-1,1.2,14
C[C@@H]1CN([C@H](C)CO)C(=O)c2cc(NS(=O)(=O)c3ccc(Cl)cc3)ccc2O[C@@H](C)CCCCO[C@H]1CN(C)C(=O)C1CCCCC1,-21,3,-3[16.7 µM],.,6,-4,-0.4,6
Nc1nc(NCCOCCO)nc(NC2CCCCC2)c1[N+](=O)[O-],13,10,1,11,0,8,-1.0,-11
CC(C)Cc1nc2sc3c(=O)n(N)cnc3c2c2c1COC(C)(C)C2,6,1,-25,11,15,.,4.8,-1
O=C(O)c1ccccc1C(=O)Nc1ccc(Oc2ccc3ccccc3c2)cc1,-2,-2,-3,16,-1,16,-7.0,0
COc1ccc(Cl)cc1Cn1c(C)c(C(=O)NCc2cccc(C(F)(F)F)c2)sc1=O,-24,-5,.,10,-1,2,-4.0,.
O=C(Nc1ccccc1N1CCOCC1)c1cccc2c(Br)cccc12,2,4,21,-12,0,8,-4.2,-4
COc1ccc(S(=O)(=O)N2CCCCCC2)cc1N(C)S(=O)(=O)c1ccc(Cl)cc1,-38,4,6,-14,4,7,.,-25
O=S(=O)(Nc1ccc(Nc2ccccc2)cc1)c1ccc(F)cc1,-47,4,0,-4,1,3,-2.4,.
O=C(O)CC1(CC(=O)Nc2ccccc2N2CCOCC2)CCCC1,13,-1,-4,.,-1,-7,-0.3,-3
Cc1ccc(S(=O)(=O)Nc2ccc3c(c2)C(=O)N([C@@H](C)CO)C[C@@H](C)[C@@H](CN(C)C(=O)NC(C)C)OCCCC[C@H](C)O3)cc1,-5&-14,-4&-9,12[16.7 µM],-9,-1&-1,1&-12,1.2&-3.9,-15&-2
Cc1ccc(CNCC(O)(c2ccccc2)c2ccccc2)cc1,-35,-4,-2,-7,2,2,-1.8,-1
COc1ccc(S(=O)(=O)Nc2ccc3c(c2)C(=O)N([C@H](C)CO)C[C@H](C)[C@@H](CN(C)C(=O)CCCN(C)C)OCCCC[C@@H](C)O3)cc1,24,0,-2[16.7 µM],-9,-1,.,0.9,2
C[C@@H]1CN([C@H](C)CO)C(=O)Cc2cc(NS(=O)(=O)c3ccc(Cl)cc3)ccc2O[C@H]1CN(C)S(=O)(=O)c1ccccc1,3,3,0[16.7 µM],35,0,.,1.0,-2
COC(=O)c1ccccc1SCc1csc(C)n1,33,-2,-6,-1,-1,6,-1.1,.
CCc1nc(Nc2cccc(F)c2)c2oc3ccccc3c2n1,15,1,2,-34,0,1,1.5,-2
COCCn1c(COC)nc2ccccc21,19,7,-4,-7,1,.,.,1
Cc1cc(C(=O)CSc2nnc(-c3cccs3)o2)c(C)n1-c1ccccc1,.,-3,16,-8,2,-1,.,6
COC(=O)C[C@H]1CC[C@@H]2[C@H](COC[C@H](O)CN2S(=O)(=O)c2cn(C)cn2)O1,21,3,1[16.7 µM],-2,-3,-13,-0.4,0
COc1ccc(NC(=O)CN2C(=O)NC(c3ccccc3)(c3ccccc3)C2=O)cc1,-36,6,6,13,-1,-1,-0.8,.
CCC(=O)N[C@H]1C=C[C@H](CC(=O)NCC2CC2)O[C@H]1CO,-11,.,.,.,.,-13,1.1,-5
CCOC(=O)C1CCN(C(=O)c2ccccc2NS(=O)(=O)c2ccccc2)CC1,-1,5,-2,-1,5,7,1.3,-3
CCCCCCN1C[C@H](O)[C@@H](n2cc(-c3ccc(F)cc3)nn2)C[C@@H]1c1ccccc1,3,-1,8,0,13,-8,3.7,1
CSc1nc2nc3c(cc2c(=O)n1-c1cccc(C)c1)COC(C)(C)C3,-1,1,-5,.,0,-1,-1.1,2
CCCS(=O)(=O)NC(=O)C1(C)CCCN(C(=O)c2ccc(C#N)cc2)C1 (stereo not drawn),-6,0,.,-6,2,-2,2.4,14
COc1ccc(CN(C)C[C@H]2OCCCC[C@@H](C)Oc3ccc(N(C)C)cc3C(=O)N([C@@H](C)CO)C[C@H]2C)cc1,1,-1,-2[16.7 µM],22,0,.,0.0,-2
C=CCN1C=CC(=O)[C@@H](O)[C@H]1c1ccccc1Br,0,5,2,4,1,5,0.6,3
COc1ccc(CCNC(=O)C(=O)NCC2CCCO2)cc1OC (stereo not drawn),23,2,.,0,2,-3,.,?

# Screening data from PubChem BioAssay.
